PL synth Enamine: phospholipid synthesis inhibitors, CHO cells, primary screen, ZR-82 cells, Enamine library, screen 3 | ZR-82 CHO cells, pyrene fatty acid UV survival, CellTiter Blue; peroxisome-deficient CHO-K1 mutant line; plus DGAT-1, DGAT-2 and ACAT inhibitors | AID 1347385, 2020 | calls only at 10 µM | 0.4% of 20,000 active;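 active = cell survival signal 2 SD away from solvent-only control wells, confirmed on one or two retests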;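 note: 3 h compound exposure then viability read about one day after UV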
Calls only; i = inactive; + = active, no number. Some of the compounds tested. The share of hits here may be higher or lower than overall.

SMILES | PL synth Enamine
COc1cccc(NC2C=CS(=O)(=O)C2)c1 (stereo not given) | i
Cc1nc2scc(-c3cccs3)c2c(=O)n1-n1cccc1 | i
COc1cc(C2=N/C(=C\c3ccc(F)c(Br)c3)C(=O)O2)cc(OC)c1OC | i
O=C(NC(=S)NN1CCCCC1)c1ccco1 | i
CC(C)CSc1nc(N)c2ccsc2n1 | i
NCC(O)C(O)C(O)c1cnn(-c2ccccc2)n1 (stereo not given) | i
CCN1CCN(c2nc3c(C)cccn3c(=O)c2/C=C2\SC(=S)N(CCOC)C2=O)CC1 | i
COCCCNC1CCS(=O)(=O)C1 (stereo not given) | i
CCOC(=O)c1cnn(-c2ncnc3sc4c(c23)CCCC4)c1N=CN(C)C | i
CCN(CC)c1ccc(N=Nc2nn[nH]n2)cc1 | i
O=[N+]([O-])c1ccc(N=P(c2ccccn2)(c2cccc3ccccc23)c2cccc3ccccc23)cc1 | i
O=C(CN1C(=O)c2ccccc2S1(=O)=O)c1ccc(Br)s1 | i
CCc1ccc(-c2cn3cc(C)ccc3n2)cc1 | i
CC1(C)Nc2ccccc2-c2c1sn(C1CCCCC1)c2=S | i
CC(C)CC(=O)NNC(=O)CC12CC3CC(CC(C3)C1)C2 | i
Cn1c(SCSc2nc3ccccc3n2C)nc2ccccc21 | i
Nc1cc(-c2nc3ncccc3o2)ccc1Cl | i
Cc1cc(C(=O)Cn2cc(C(F)(F)F)ccc2=O)c(C)n1C | i
CC1CCN(C(=O)COC(=O)CC23CC4CC(CC(Br)(C4)C2)C3)CC1 | i
O=[N+]([O-])c1cc(S(=O)(=O)C(F)(F)F)ccc1N1CCN(S(=O)(=O)c2cccs2)CC1 | i
c1csc(C2=NN3C(C2)c2ccccc2OC3c2cccs2)c1 (stereo not given) | i
FC(F)(F)c1cc(Cl)c2n[nH]c(=S)n2c1 | i
Cc1cc(C)n(C(=O)CCCCCCC(=O)n2nc(C)cc2C)n1 | i
C=CCn1c(SCC(=O)c2cc(C)n(Cc3ccco3)c2C)nnc1-c1ccoc1C | i
Nc1c(S(=O)(=O)c2ccccc2)c2nc3ccccc3nc2n1CCN1CCOCC1 | i
COCCCNS(=O)(=O)c1ccc(S(=O)(=O)N(C)C)cc1 | i
CN(C)/C=C/C(=O)c1cc2ccccc2oc1=O | i
CN(C)C(=NS(=O)(=O)c1ccc(Cl)cc1)c1ccc(Cl)cc1 | i
c1ccc2c(C3=NNC(=NC4CCCC4)SC3)cccc2c1 | i
FC(F)(F)Sc1ccc(Cc2ccc(SC(F)(F)F)cc2)cc1 | i
C1=C(N2CCCC2)CCC/C1=N/Nc1ccccc1 | i
S=c1[nH]nc(Cc2ccc(Br)cc2)n1/N=C/c1ccc(Cl)cc1 | i
NC1CCSc2c(F)cccc21 (stereo not given) | i
Cc1nn(-c2ccccc2)c(N)c1N=Nc1ccc([N+](=O)[O-])c(C(F)(F)F)c1 | +
O=C(CN1C(=O)CSC1=O)Nc1nccs1 | i
CCC(C)C(NC(N)=O)C(=O)NC1CCC(C)CC1 (stereo not given) | i
Cc1ccc(C)c(/C=N/Nc2ccc(C(F)(F)F)cn2)c1 | i
O=C(Nc1ccccc1)Nc1ccc(Cl)c(Cl)c1 | +
O=S1(=O)CCC(N(CC2CCCO2)S(=O)(=O)C2=Cc3ccccc3CC2)C1 (stereo not given) | i
O=C(Nc1nnc(C2CC2)s1)C1CCN(S(=O)(=O)c2cccs2)CC1 | i
Ic1ccccc1-c1nc(-c2ccccn2)no1 | i
Nc1c(Cl)cc(NC(=S)Nc2ccc(SC(F)F)cc2)cc1Cl | i
CCCCOC1COC(OCCCC)CO1 (stereo not given) | i
O=C1Oc2ccccc2/C1=C\c1c(Cl)cccc1Cl | i
O=C1CCCC2=C1C(c1ccco1)Nc1ccc3ccccc3c12 (stereo not given) | i
Cc1nn(Cc2cc(=O)n3cc(Br)ccc3n2)c(C)c1[N+](=O)[O-] | i
O=C(O)CCC(=O)N1N=C(c2ccco2)CC1c1ccco1 (stereo not given) | i
S=c1nc(-c2ccc(Br)cc2)[nH][nH]1 | i
Brc1ccc(N2NC(c3ccccc3)=NC2(c2ccccc2)c2ccccc2)c(Br)c1 | i
CCOC(=O)c1c(C)[nH]c(C(=O)CN2C(=O)NC3(CCC(C)CC3)C2=O)c1C (stereo not given) | i
Next records follow.
SMILES | PL synth Enamine
CNc1ccc(Cl)cc1C1NCCc2ccccc21 (stereo not given) | i
c1csc(-c2nc(NC3CCCC3)c3ccccc3n2)c1 | i
Fc1ccc(-c2cc3ncnc(-n4ccnc4)c3s2)cc1 | i
CCCC[n+]1c(C)sc2ccccc21 | i
CN(C)CCCNc1nc(-c2cccs2)nc2sc3c(c12)CCCC3 | i
Cc1nn(CC(=O)NC(=O)NC2CCCCC2C)c(C)c1[N+](=O)[O-] (stereo not given) | i
CS(=O)(=O)Nc1ccc2c(c1)OCCO2 | i
CC1Sc2nnc(Cc3ccc(Br)cc3)n2N=C1c1ccc(NS(C)(=O)=O)cc1 (stereo not given) | i
COC(=O)c1c(C)[nH]c(C(=O)C(C)N2CCC(C)CC2)c1C (stereo not given) | i
Cc1csc(SCC(=O)NC(=O)NC2CCCC2)n1 | i
N=c1sccn1CC(=O)NC(=O)NC1CCCC1 | i
Cc1cc(C[n+]2cc(Br)ccc2N)c2ncccc2c1 | i
O=C1C(Nc2ccc(Br)cc2)=CC(Nc2ccc(Br)cc2)/C1=C/c1ccc(Br)cc1 (stereo not given) | i
COCCN=Cc1cc(Br)cc(Br)c1O | i
Oc1c(Br)cc(/C=C/c2nc3ccccc3s2)cc1Br | i
CN/N=C/c1cc(Br)cc(Br)c1O | i
Cc1csc(=O)n1CC(=O)OCC(=O)c1ccc(Cl)s1 | i
O=S(=O)(Nc1ccccn1)c1c(Cl)cccc1Cl | i
NC(=O)Cc1cc(=O)[nH]c(=S)[nH]1 | i
CCOC(=O)c1c(C2CC2)csc1NC(=O)COC(=O)CN1C(=O)NC(C)(C)C1=O | i
CCSc1nnc2c(n1)OC(C)(CC)Nc1ccccc1-2 (stereo not given) | i
CON(C)c1ncnc2scc(-c3ccc(C)cc3)c12 | i
COc1cc2c(cc1NC(=O)C(F)(F)C1(F)OC(F)(F)C(F)(F)C1(F)F)oc1ccccc12 (stereo not given) | i
Cc1nc(NC2CCCCC2)c2c3c(sc2n1)CCCC3 | i
CC(C)(C)C1CCC(=NNc2ccnc3cc(Cl)ccc23)CC1 (stereo not given) | i
O=C(O)CSc1ccc2c3c(cccc13)C(=O)c1ccccc1-2 | i
CC1CCc2c(sc3nc(C(C)O)[nH]c(=O)c23)C1 (stereo not given) | i
O=S(=O)(Nc1ccc(S(=O)(=O)N2CCCCCC2)cc1)c1ccc2c(c1)OCCO2 | i
CCCn1c(=S)[nH]c2sc3c(c2c1=O)CCC(C(C)(C)C)C3 (stereo not given) | i
Cc1nc(Sc2nnnn2C)c2c3c(sc2n1)CCC3 | i
COCCn1c(C)cc(C(=O)COC(=O)c2[nH]c(C)c(C(C)=O)c2C)c1C | i
O=C(CSc1n[nH]c(=O)[nH]c1=O)NC1CC1 | i
CC(C)[C@H](NC(=O)C12CC3CC(CC(C3)C1)C2)C(=O)O | i
NC(=O)CNC(=O)c1ccc(Br)o1 | i
S=C(NCC1CCCO1)N/N=C/c1ccc(N2CCOCC2)s1 (stereo not given) | i
O=c1[nH]cnc2scc(-c3cccs3)c12 | i
Nc1nc(-c2ccc(F)c(F)c2)cs1 | i
C(=C\c1ccccc1)/C1=NN(c2ccccc2)C(c2ccccc2)C1 (stereo not given) | i
Cc1nn(CN2CCCC2c2cccs2)c(C)c1S(=O)(=O)N1CCCCC1 (stereo not given) | i
Cc1ccn2cc(C34CC5CC(CC(Cl)(C5)C3)C4)nc2c1 | i

For convenience, 19 of the compounds above:
SMILES | PL synth Enamine
CCOC(=O)c1c(C2CC2)csc1NC(=O)COC(=O)CN1C(=O)NC(C)(C)C1=O | i
CCSc1nnc2c(n1)OC(C)(CC)Nc1ccccc1-2 (stereo not given) | i
CON(C)c1ncnc2scc(-c3ccc(C)cc3)c12 | i
COc1cc2c(cc1NC(=O)C(F)(F)C1(F)OC(F)(F)C(F)(F)C1(F)F)oc1ccccc12 (stereo not given) | i
Cc1nc(NC2CCCCC2)c2c3c(sc2n1)CCCC3 | i
CC(C)(C)C1CCC(=NNc2ccnc3cc(Cl)ccc23)CC1 (stereo not given) | i
O=C(O)CSc1ccc2c3c(cccc13)C(=O)c1ccccc1-2 | i
CC1CCc2c(sc3nc(C(C)O)[nH]c(=O)c23)C1 (stereo not given) | i
O=S(=O)(Nc1ccc(S(=O)(=O)N2CCCCCC2)cc1)c1ccc2c(c1)OCCO2 | i
CCCn1c(=S)[nH]c2sc3c(c2c1=O)CCC(C(C)(C)C)C3 (stereo not given) | i
Cc1nc(Sc2nnnn2C)c2c3c(sc2n1)CCC3 | i
COCCn1c(C)cc(C(=O)COC(=O)c2[nH]c(C)c(C(C)=O)c2C)c1C | i
O=C(CSc1n[nH]c(=O)[nH]c1=O)NC1CC1 | i
CC(C)[C@H](NC(=O)C12CC3CC(CC(C3)C1)C2)C(=O)O | i
NC(=O)CNC(=O)c1ccc(Br)o1 | i
S=C(NCC1CCCO1)N/N=C/c1ccc(N2CCOCC2)s1 (stereo not given) | i
O=c1[nH]cnc2scc(-c3cccs3)c12 | i
Nc1nc(-c2ccc(F)c(F)c2)cs1 | i
C(=C\c1ccccc1)/C1=NN(c2ccccc2)C(c2ccccc2)C1 (stereo not given) | i

Further records follow.
SMILES | PL synth Enamine
S=C(/C(=C\N1CCOCC1)c1ccccc1)N1CCOCC1 | i
O=C(CS(=O)(=O)c1ccc(S(=O)(=O)C(F)(F)C(F)(F)C(F)(F)F)cc1[N+](=O)[O-])NC1CCS(=O)(=O)C1 (stereo not given) | i
Fc1ccccc1NC(=S)NCC1COc2ccccc2O1 (stereo not given) | i
O=C(C[n+]1ccn(CCCNP2(=O)C=C(c3ccccc3)OC(c3ccccc3)=C2)c1)c1ccccc1 | i
COc1cc2cc[n+](Cc3ccc([N+](=O)[O-])cc3)cc2cc1OC | i
COc1cc(/C=N/n2c(-c3ccc(OC(F)F)cc3)csc2=Nc2ccc(F)cc2F)cc(OC)c1O | i
CC(C)N1C(c2ccccc2)=Nc2c(cnn2C(C)C)C1c1ccccc1 (stereo not given) | i
CCOc1ccc2nc(Nc3nc(C)cc(C(F)(F)F)n3)nc(C)c2c1 | i
N=C1C(c2nc3ccccc3s2)=C(O)CN1/N=C1\C(=O)Nc2ccccc21 | i
COc1ccc2nc3c(nc2c1)-c1cccc2cccc-3c12 | i
Cc1nn(-c2ccccc2)c2c1P(c1ccccc1)/C(=C1/N(C)c3ccccc3C1(C)C)C=N2 (stereo not given) | i
O=S(=O)(c1ccccc1F)N1c2cccc3cccc(c23)S1(=O)=O | i
CN(Cc1ccccc1)c1oc(-c2ccccc2)nc1S(=O)(=O)c1ccccc1 | i
Cc1cc(C(=O)CSc2nnc(C)n2C2CCCCC2)c(C)n1C | i
O=C(CSc1nc2sc3c(c2c(=O)[nH]1)CCCC3)N1CCCCC1 | i
O=C(C1=C(O)C(=O)N(CCCn2ccnc2)C1c1ccco1)c1ccco1 (stereo not given) | i
CC(C)(C)NC(=O)NC(=O)CSc1nnc(SCC(=O)NC(=O)NC(C)(C)C)s1 | i
COc1c(Br)cc([N+](=O)[O-])cc1Br | i
CCCCCCCC(=O)N/N=C/c1ccco1 | i
Clc1cc(Cl)c(N=Cc2ccsc2)c(Cl)c1 | i
O=C(CC1CCCC1)NC12CC3CC(CC(C3)C1)C2 | i
O=C1C2CCCN2C(=S)N1c1ccc(Cl)cc1 (stereo not given) | i
Cn1nnnc1SCC(=O)CSc1nnnn1C | i
Oc1c(N=Nc2ccc3c(c2)OCCO3)sc2ccccc12 | i
Cc1ccc(C2SCCN2S(C)(=O)=O)cc1 (stereo not given) | i
CC1=Cc2nc3ccccc3n2C2(C(F)(F)F)OC(c3ccncc3)=NN12 (stereo not given) | i
Cc1cccn2c(=O)cc(CSc3nnc(C4CC4)o3)nc12 | i
c1ccc(-c2nnc(CSc3nc4ccccc4c4nc5ccccc5n34)o2)cc1 | i
CC(C)(C)C(=O)C[N+]12CC[N+](CC(=O)C(C)(C)C)(CC1)CC2 | i
COC(=O)c1ccc([N+](=O)[O-])s1 | i
C/C(=N\OCc1ccc(CO/N=C(\C)c2cc3ccccc3o2)cc1)c1cc2ccccc2o1 | i
CS(=O)(=O)c1ccc(Nc2ccc3c(c2)CCC3)c([N+](=O)[O-])c1 | i
S=C(NNC(=S)Nc1ccc(Cl)c(Cl)c1)Nc1cccnc1 | i
O=C(O)COc1ccc2ccc(=O)oc2c1 | i
O=S(=O)(c1ccc(Oc2ncnc3c2oc2ccccc23)cc1)N1CCOCC1 | i
O=P1(NCc2cccnc2)C=C(c2ccccc2)OC(c2ccccc2)=C1 | i
CCc1nnc(NC(=O)C2=CN3CCS(=O)(=O)N=C3C=C2)s1 | i
Nc1cc(S(=O)(=O)O)cc([N+](=O)[O-])c1O | i
Cn1cccc1C(=O)NC(=O)COC(=O)C1=NNC(=O)CC1 | i
Nc1nc(SCC(=O)NC2CC2)nc2sc3c(c12)CCC3 | i
O=[N+]([O-])c1ccc2c(c1)[nH]c(=S)n2-c1ccccc1 | i
Cc1cc(-c2csc(-c3cccs3)n2)c(C)n1-c1ncn[nH]1 | i
Nc1c(S(=O)(=O)c2ccc(F)cc2)c2nc3ccccc3nc2n1Cc1ccccc1 | i
C(=N\n1cnnc1)/c1cn(-c2ccccc2)nc1-c1ccc2c(c1)OCCO2 | i
C=CCn1c(SCC(C)=O)nc2sc3c(c2c1=O)CCC(C)C3 (stereo not given) | i
CC(C)CNC(=O)NC(=O)CSc1nnc(C2CC2)n1C1CC1 | i
O=C(O)CC1S/C(=N\N=C\c2ccc(I)o2)NC1=O (stereo not given) | i
CCC(=O)N(c1nnc(SC(C)C(=O)c2[nH]c(C)c(C(C)=O)c2C)s1)C1CC1 (stereo not given) | i
NC(=O)c1c(NC(=O)COC(=O)c2ccc([N+](=O)[O-])o2)sc2c1CCC2 | i
O=C(COc1ncnc2c(Cl)cc(Cl)cc12)c1ccc[nH]1 | i
Fc1ccc(/C=N/NC2=Nc3cccc4cccc2c34)cc1 | i
COc1ccccc1N=P12CN3CN(CN(C3)C1)C2 | i

Source: PubChem BioAssay
